MITF TRPM1 HTS = activators of MITF-driven TRPM1 promoter activity in SK-MEL-5 cells; activation, % at 12.5 µM; SK-MEL-5 TRPM1-promoter luciferase, 24 h; % of positive control, neutral wells = 0; AID 588334; 0.75% of 300,000 active;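 active means mean activation of at least 80% with every replicate also reaching 80%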;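 further: 0% = neutral control wells and 100% = parthenolide positive control wells; values of inactives mirror those of a sister screen read the other way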
Ecoli viability = bacterial growth inhibition, counter-screen for AddAB inhibitors; E. coli V3065 growth, OD600 absorbance, 18 h; 0.27% of 330,000 active; inhibition, % at 11.9 µM;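 active means inhibition above the campaign's mean inhibition across all tested compounds plus 3 SD, cut at about 9.9% in these data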;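 further: uninfected addAB+ strain grown without phage in ampicillin broth; 0% = DMSO wells and 100% = ciprofloxacin 0.95 µg/ml wells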
CAL PDZ FP-1 = CAL PDZ (human) peptide binding inhibition | inhibition, % at 24.9 µM | AID 602252 | Q9HD26 | purified CAL PDZ, TMR-peptide fluorescence polarization, 1 h | 0.92% of 300,000 active;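 active means mean inhibition of at least 30% with at least half of replicates also reaching 30%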;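 further: 0% = DMSO neutral control and 100% = excess unlabeled competitor peptide PRC23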
CAL PDZ FP-2 = inhibitors of human CAL PDZ peptide binding. inhibition, % at 20 µM. purified CAL PDZ, TMR-peptide fluorescence polarization, 1 h. Q9HD26. AID 504414. 0.02% of 330,000 active;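 active means highest replicate inhibition of at least 40%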;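 further: plate controls were DMSO neutral control wells for no effect and unlabeled competitor peptide control wells for full effect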
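Test system: tagged CAL PDZ domain / Buffer or medium: sodium phosphate/NaCl buffer pH 7.4 with TCEP, IgG, Thesit / Reagent: TMR-labelled reporter peptide T*-PRC34 bound in PDZ groove / Compound dosing: single point, 20 µM / Schedule: 1 h incubation at room temperature before polarization reading / Technique: fluorescence polarization (mP) / Benchmarks: unlabelled peptide, DMSO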
SR-BI DiI inh = blocks mouse SR-BI lipid uptake from DiI-HDL; Q61009; ldlA[mSR-BI] CHO cells, DiI-HDL uptake fluorescence, 3 h; inhibition, % at 12.5 µM; 0.96% of 320,000 active; AID 488896;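 active means mean replicate inhibition of at least 70% and a set share of replicates each scoring 70 or more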;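 further: 0% = median of neutral control wells and 100% = median of positive control wells; values of inactives mirror those of a sister screen read the other way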
Target sequence (Q61009 whole entry, looked up): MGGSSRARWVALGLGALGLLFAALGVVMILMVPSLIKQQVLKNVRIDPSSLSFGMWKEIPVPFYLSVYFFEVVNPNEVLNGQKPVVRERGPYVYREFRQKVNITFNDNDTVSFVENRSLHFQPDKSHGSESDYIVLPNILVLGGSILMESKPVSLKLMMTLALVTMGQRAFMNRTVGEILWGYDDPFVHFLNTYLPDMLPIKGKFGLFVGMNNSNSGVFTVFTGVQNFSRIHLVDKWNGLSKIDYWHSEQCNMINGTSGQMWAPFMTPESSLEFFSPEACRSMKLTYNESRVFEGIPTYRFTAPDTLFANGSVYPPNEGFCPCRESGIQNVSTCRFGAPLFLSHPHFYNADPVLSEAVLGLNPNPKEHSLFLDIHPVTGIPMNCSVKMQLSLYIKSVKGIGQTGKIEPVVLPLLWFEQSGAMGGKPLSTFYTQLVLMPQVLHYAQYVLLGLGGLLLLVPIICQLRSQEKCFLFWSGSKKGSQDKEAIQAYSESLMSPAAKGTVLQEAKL
phage Ecoli inh = E. coli growth loss with phage present | growth absorbance | inhibition, % at 11.9 µM | 0.26% of 360,000 active | AID 651602; in the data active means inhibition above about 11%
AddAB inh = less growth of phage-infected E. coli with AddAB; E. coli expressing H. pylori AddAB, absorbance growth; inhibition, % at 11.9 µM; 0.29% of 330,000 active; AID 435030; in the data active means inhibition above about 12%;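 further: 0% = vehicle wells of infected cells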
Wnt act = activates Wnt/beta-catenin signaling in a reporter cell assay; activator, plate reader; activation, % at 9.35 µM; 1.2% of 300,000 active; in the data active means activation above about 30%, passing the limit was not always enough;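 further: 0% = neutral control wells and 100% = positive control wells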
SR-BI uptake up = activators of SR-BI mediated HDL lipid uptake; CHO ldlA[mSR-BI] cells, DiI-HDL uptake fluorescence, 3 h; 100 = double the neutral-control signal; activation, % at 12.5 µM; 0.096% of 320,000 active;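 active means mean replicate activation of at least 60% and every replicate at or above 60%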;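 further: 0% = median plate neutral-control signal and 100% = twice that signal; values of inactives mirror those of a sister screen read the other way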
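Test system: SR-BI-overexpressing, LDLR-lacking CHO cells. Measured by: DiI fluorescence, bottom read. Medium: Ham's F12 with 0.5% BSA, HEPES 25 mM, pH 7.4. Timing: 3 h uptake period with compound, 37 °C.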
Tat transport = blocks Tat-dependent protein export in E. coli; E. coli MC4100 TorA-mCherry Tat export, fluorescence; inhibition, % at 10 µM; 0.036% of 340,000 active;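 active means mean replicate inhibition at least 50% and at least half of replicates individually reaching 50%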;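 further: exported cargo escapes ClpAP degradation while cytoplasmic cargo is degraded and loses fluorescence; 0% = median of neutral control wells and 100% = median of NaSCN control wells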
* hit, by the source's call.

`COc1ccc(CC(=O)Nc2c3c(nn2C(C)(C)C)CS(=O)(=O)C3)cc1` gave MITF TRPM1 HTS 13, Ecoli viability 3.1, CAL PDZ FP-2 -0.7, SR-BI DiI inh -4, phage Ecoli inh -0.1, AddAB inh 3.4, Wnt act -1, SR-BI uptake up 4 and Tat transport 0.
Screening CCOc1cc(C)nc(NCCc2ccc(OC)c(OC)c2)n1 returned MITF TRPM1 HTS -4, Ecoli viability -0.2, CAL PDZ FP-1 0, CAL PDZ FP-2 -3.2, SR-BI DiI inh 11, phage Ecoli inh 2.3, AddAB inh 0.7, SR-BI uptake up -11 and Tat transport -3.
Screening CC(C)NC(=O)c1cc2cc([N+](=O)[O-])ccc2s1 returned MITF TRPM1 HTS 3, Ecoli viability -3.0, CAL PDZ FP-1 0, CAL PDZ FP-2 0.5, SR-BI DiI inh 2, phage Ecoli inh 1.8, AddAB inh 4.4, SR-BI uptake up -2 and Tat transport 3.
Screening COc1ccc(NC(=O)c2ccc(N3CCCC3=O)cc2)cc1Cl returned MITF TRPM1 HTS 31, Ecoli viability 0.1, CAL PDZ FP-1 -2, CAL PDZ FP-2 -0.4, SR-BI DiI inh 55, phage Ecoli inh 1.9, AddAB inh -2.0, Wnt act 15, SR-BI uptake up -55 and Tat transport -5.
CSCC[C@H](NC(=O)[C@H]1CC[C@H](CNC(=O)[C@@H]2CCCN2)CC1)C(=O)O was read as MITF TRPM1 HTS -11, Ecoli viability 2.4, CAL PDZ FP-1 -8, CAL PDZ FP-2 -0.1, SR-BI DiI inh 8, phage Ecoli inh 1.8, AddAB inh -0.2, Wnt act 3, SR-BI uptake up -8 and Tat transport 2.
For c1ccc(COc2ccc(Oc3nc(N4CCCCC4)nc(N4CCOCC4)n3)nn2)cc1 the results were MITF TRPM1 HTS 10, Ecoli viability 1.9, CAL PDZ FP-1 -3, CAL PDZ FP-2 -2.4, phage Ecoli inh 1.2, AddAB inh -12 and Tat transport 4.
For C=CCOc1nc2c(c(=O)n(C)c(=O)n2C)n1C the results were MITF TRPM1 HTS 3, Ecoli viability 1.2, CAL PDZ FP-1 0, CAL PDZ FP-2 -0.3, SR-BI DiI inh -2, phage Ecoli inh 2.5, AddAB inh 0.9, Wnt act -2, SR-BI uptake up 2 and Tat transport 3.
`O=C1C(=O)N(CCCO)C(c2ccc(Br)cc2)/C1=C(\O)c1ccc(Br)cc1` (centres undefined) gave Ecoli viability -0.8, CAL PDZ FP-1 6, CAL PDZ FP-2 -1.2, SR-BI DiI inh -35, phage Ecoli inh -0.1, AddAB inh 0.3, Wnt act -1, SR-BI uptake up 35 and Tat transport 2.
CC(=O)n1nc(-c2ccc(C)cc2)nc1NCc1ccco1 was read as MITF TRPM1 HTS 105*, CAL PDZ FP-1 5, CAL PDZ FP-2 0.0, SR-BI DiI inh -16, phage Ecoli inh 1.4, Wnt act 11, SR-BI uptake up 16 and Tat transport -4.
`Cc1ccc(NC(=O)Cn2ccnc2)cc1C` gave Ecoli viability 1.2, CAL PDZ FP-1 -2, CAL PDZ FP-2 0.0, SR-BI DiI inh -10, phage Ecoli inh 1.6, AddAB inh 0.8, Wnt act 1, SR-BI uptake up 10 and Tat transport -5.
`c1ccc2c(c1)ccc1nnnn12` gave MITF TRPM1 HTS 4, Ecoli viability 0.0, CAL PDZ FP-1 0, CAL PDZ FP-2 1.3, SR-BI DiI inh -11, phage Ecoli inh -0.1, AddAB inh -0.5, Wnt act -2, SR-BI uptake up 11 and Tat transport -8.
`Cc1c(C(=O)NN)sc(-c2ccccc2)c1C#N` gave MITF TRPM1 HTS -6, Ecoli viability -1.0, CAL PDZ FP-1 1, CAL PDZ FP-2 -0.8, SR-BI DiI inh 44, phage Ecoli inh 2.6, AddAB inh 0.3, Wnt act -1, SR-BI uptake up -44 and Tat transport 0.

The last two records of the part above come first, to join the parts:
`c1ccc2c(c1)ccc1nnnn12` gave MITF TRPM1 HTS 4, Ecoli viability 0.0, CAL PDZ FP-1 0, CAL PDZ FP-2 1.3, SR-BI DiI inh -11, phage Ecoli inh -0.1, AddAB inh -0.5, Wnt act -2, SR-BI uptake up 11 and Tat transport -8.
`Cc1c(C(=O)NN)sc(-c2ccccc2)c1C#N` gave MITF TRPM1 HTS -6, Ecoli viability -1.0, CAL PDZ FP-1 1, CAL PDZ FP-2 -0.8, SR-BI DiI inh 44, phage Ecoli inh 2.6, AddAB inh 0.3, Wnt act -1, SR-BI uptake up -44 and Tat transport 0.
Screening O=C(OCc1nc2scc(-c3ccccc3)c2c(=O)[nH]1)c1ccco1 returned MITF TRPM1 HTS 6, Ecoli viability -0.7, CAL PDZ FP-2 -2.1, SR-BI DiI inh 29, phage Ecoli inh 3.6, AddAB inh 0.0, Wnt act -1, SR-BI uptake up -29 and Tat transport 9.
For COc1cccc(C2=NN(C(=O)c3ccc(C)o3)C(O)(C(F)(F)F)C2)c1 (centres undefined) the results were MITF TRPM1 HTS 7, Ecoli viability 1.5, CAL PDZ FP-1 -7, CAL PDZ FP-2 -0.5, SR-BI DiI inh 30, phage Ecoli inh 0.5, AddAB inh 1.8, Wnt act 1, SR-BI uptake up -30 and Tat transport 13.
`COc1cccc(-c2nc(C=O)cs2)c1` gave MITF TRPM1 HTS -2, Ecoli viability 0.5, CAL PDZ FP-1 5, CAL PDZ FP-2 -2.7, SR-BI DiI inh -9, phage Ecoli inh 4.7, AddAB inh 2.0, Wnt act 2, SR-BI uptake up 9 and Tat transport -3.
`Cc1ccc(NC(=O)COc2ccc(CCO)cc2-n2nc3ccccc3n2)cc1C` gave MITF TRPM1 HTS 4, Ecoli viability -0.1, CAL PDZ FP-1 0, CAL PDZ FP-2 -2.4, SR-BI DiI inh 25, phage Ecoli inh 1.2, AddAB inh 3.8, Wnt act -6, SR-BI uptake up -25 and Tat transport 0.
Screening O=C(Nc1cccnc1Oc1ccc(Cl)cc1)c1cccc2ccccc12 returned MITF TRPM1 HTS 4, Ecoli viability 1.2, CAL PDZ FP-1 1, CAL PDZ FP-2 -0.6, SR-BI DiI inh 14, phage Ecoli inh 0.2, AddAB inh 0.4, Wnt act -4, SR-BI uptake up -14 and Tat transport 2.
O=C(COC(=O)c1ccccc1SCC(=O)N1CCCC1)Nc1ccc(OC(F)F)cc1 was read as MITF TRPM1 HTS 11, Ecoli viability -0.1, CAL PDZ FP-1 -2, CAL PDZ FP-2 -2.7, SR-BI DiI inh 49, phage Ecoli inh -0.2, AddAB inh 0.8, Wnt act 0, SR-BI uptake up -49 and Tat transport 14.
`CCCN(CCC)Cc1cc2ccccc2c2c1COC2` gave MITF TRPM1 HTS -5, Ecoli viability 0.8, CAL PDZ FP-1 -2, CAL PDZ FP-2 -0.3, SR-BI DiI inh 1, phage Ecoli inh 3.5, AddAB inh 0.8, SR-BI uptake up -1 and Tat transport 1.
`CCOC(=O)CON1C(=O)C(C)(C)N(OCC(=O)OCC)C(=O)C1(C)C` gave MITF TRPM1 HTS -2, Ecoli viability 0.1, CAL PDZ FP-1 0, CAL PDZ FP-2 -0.2, SR-BI DiI inh -20, phage Ecoli inh 2.1, AddAB inh 3.1, SR-BI uptake up 20 and Tat transport -9.
`CC(C)c1ccc(NC(=O)c2csnn2)cc1` gave MITF TRPM1 HTS 84*, Ecoli viability 0.5, CAL PDZ FP-1 -1, CAL PDZ FP-2 -1.6, SR-BI DiI inh -7, phage Ecoli inh 0.1, AddAB inh 3.1, Wnt act 20, SR-BI uptake up 7 and Tat transport -1.
For Cc1ccc(N(CC(=O)N2CCOCC2)S(C)(=O)=O)cc1Cl the results were MITF TRPM1 HTS -6, Ecoli viability 0.6, CAL PDZ FP-1 -1, CAL PDZ FP-2 2.6, SR-BI DiI inh 3, phage Ecoli inh 2.1, AddAB inh 0.3, Wnt act 0, SR-BI uptake up -3 and Tat transport 1.
`CC1CN(c2nnc(-c3ccccc3)c3ccccc23)CC(C)O1` (centres undefined) gave MITF TRPM1 HTS -14, Ecoli viability -0.7, CAL PDZ FP-1 0, SR-BI DiI inh 31, phage Ecoli inh 2.2, AddAB inh 0.8, Wnt act -2, SR-BI uptake up -31 and Tat transport -1.
Screening CN(C)/C=C(/C(=O)c1ccccc1Cl)S(C)(=O)=O returned MITF TRPM1 HTS -4, CAL PDZ FP-1 -3, CAL PDZ FP-2 -0.8, SR-BI DiI inh -20, phage Ecoli inh 2.3, Wnt act -1, SR-BI uptake up 20 and Tat transport -1.
O=C(NCC1CCCO1)c1sc(=S)n2c1[nH]c(=O)c1ccc(C(=O)N3CCCCC3)cc12 (centres undefined) was read as MITF TRPM1 HTS 6, Ecoli viability 0.3, CAL PDZ FP-1 -1, CAL PDZ FP-2 0.0, SR-BI DiI inh 2, phage Ecoli inh -0.1, AddAB inh 1.7, Wnt act 16, SR-BI uptake up -2 and Tat transport 1.
Screening CC1CCc2c(sc(NC(=O)Cn3nc(C(=O)O)c4ccccc4c3=O)c2C#N)C1 (centres undefined) returned MITF TRPM1 HTS 20, Ecoli viability 0.0, CAL PDZ FP-1 -2, CAL PDZ FP-2 -2.4, SR-BI DiI inh 29, phage Ecoli inh 0.3, AddAB inh 0.9, Wnt act 13, SR-BI uptake up -29 and Tat transport 0.
CC(=O)C1=C(O)C(=O)N(Cc2ccco2)C1c1ccc(F)cc1 (centres undefined) was read as MITF TRPM1 HTS -10, Ecoli viability -0.5, CAL PDZ FP-1 1, CAL PDZ FP-2 -0.8, SR-BI DiI inh -11, phage Ecoli inh -0.4, AddAB inh -0.7, SR-BI uptake up 11 and Tat transport 2.
`O=Cc1ccccc1OCCN1CCCC1=O` gave MITF TRPM1 HTS 5, Ecoli viability 0.3, CAL PDZ FP-1 -6, SR-BI DiI inh -14, phage Ecoli inh 0.0, AddAB inh 2.5, Wnt act 1, SR-BI uptake up 14 and Tat transport 3.
`O=C(Nc1cc2c3c(c1)CC(=O)N3CCC2)C1CC1` gave MITF TRPM1 HTS 3, Ecoli viability 0.0, CAL PDZ FP-2 -0.6, SR-BI DiI inh -5, phage Ecoli inh 4.6, AddAB inh 3.2, Wnt act 3, SR-BI uptake up 5 and Tat transport -8.
O=C(c1cc(-c2ccco2)nc2ccccc12)N1CCN(c2ccc(F)cc2)CC1 was read as MITF TRPM1 HTS -1, Ecoli viability 0.5, CAL PDZ FP-1 -2, CAL PDZ FP-2 0.3, SR-BI DiI inh 16, phage Ecoli inh 3.4, AddAB inh 3.2, Wnt act 2, SR-BI uptake up -16 and Tat transport -3.
`Nc1ncc(-c2nnnn2-c2ccc(Cl)cc2)c(-c2ccc(Cl)cc2)n1` gave MITF TRPM1 HTS -24, Ecoli viability 0.5, CAL PDZ FP-1 1, CAL PDZ FP-2 -1.4, SR-BI DiI inh 5, phage Ecoli inh -1.7, AddAB inh 2.5, Wnt act -17, SR-BI uptake up -5 and Tat transport 12.
`O=C(NC1CCCC1)c1ccc2c(c1)N(Cc1ccc(F)cc1)CCS2` gave MITF TRPM1 HTS 11, Ecoli viability -1.4, CAL PDZ FP-1 -4, CAL PDZ FP-2 -1.5, SR-BI DiI inh 38, phage Ecoli inh 1.3, AddAB inh 1.1, Wnt act -1, SR-BI uptake up -38 and Tat transport 7.

Screening results: PubChem BioAssay, several laboratories
